# Mtb BioA inh – M. tuberculosis BioA enzyme inhibitors, primary screen, biochemical, plate reader, single point, HTS | purified M. tuberculosis BioA enzyme | 360,000 compounds, 0.096% hits | inhibition, % at 9.99 µM; in the data active = inhibition above about 40%
# * marks the source's active call; other numbers are inactive results.
canonical_smiles | Mtb BioA inh
CCC(=O)N1[C@H](C(=O)OC)[C@@H](CO)[C@@H]2Cn3c(ccc(-c4ccccc4F)c3=O)[C@@H]21 | -1.2
C[C@@H]1CN([C@@H](C)CO)C(=O)c2cc(NC(=O)Nc3ccccc3)ccc2O[C@H]1CN(C)C | -2.1
CN(C)C(=O)C[C@@H]1CC[C@H]2[C@@H](COc3ccc(NC(=O)Nc4cccc(Cl)c4)cc3C(=O)N2C)O1 | 0.2
CCC(=O)N(C)C[C@H]1Oc2cc(C#CCC(C)C)ccc2S(=O)(=O)N([C@@H](C)CO)C[C@@H]1C | 0.3
CC(C)C#Cc1ccc([C@H]2[C@@H](CO)N3CCCCN(C(=O)c4ccc5c(c4)OCO5)C[C@H]23)cc1 | 1.0
C[C@@H]1CN([C@H](C)CO)C(=O)c2cc(C3=CCCC3)cnc2O[C@@H]1CN(C)C(=O)c1ccccc1 | -3.9
C[C@H]1CN([C@@H](C)CO)C(=O)c2cc(-c3cccc(C#N)c3)cnc2O[C@@H]1CN(C)C(=O)c1cnccn1 | -0.3
Cn1cnc(S(=O)(=O)N2CCCCN3[C@H](C2)[C@H](c2ccc(-c4ccccc4)cc2)[C@@H]3CO)c1 | -3.9

# By substructure: the compounds so far containing four or more nitrogen atoms.
canonical_smiles | Mtb BioA inh
C[C@@H]1CN([C@@H](C)CO)C(=O)c2cc(NC(=O)Nc3ccccc3)ccc2O[C@H]1CN(C)C | -2.1
CN(C)C(=O)C[C@@H]1CC[C@H]2[C@@H](COc3ccc(NC(=O)Nc4cccc(Cl)c4)cc3C(=O)N2C)O1 | 0.2
C[C@H]1CN([C@@H](C)CO)C(=O)c2cc(-c3cccc(C#N)c3)cnc2O[C@@H]1CN(C)C(=O)c1cnccn1 | -0.3
Cn1cnc(S(=O)(=O)N2CCCCN3[C@H](C2)[C@H](c2ccc(-c4ccccc4)cc2)[C@@H]3CO)c1 | -3.9

# Following part
canonical_smiles | Mtb BioA inh
CCc1cnc(N2[C@@H](C#N)[C@H](c3ccccc3)[C@@H]2CO)s1 | 0.7
N#C[C@H]1N[C@H](CO)[C@H]1c1ccc(C#CC2CCCC2)cc1 | -1.9
CC(C)NC(=O)Nc1ccc2c(c1)CC(=O)N([C@H](C)CO)C[C@H](C)[C@@H](CN(C)C(=O)NC1CCCCC1)O2 | 0.4
O=S(=O)(c1cccs1)N1CCCCN2[C@H](CO)[C@@H](c3ccc(/C=C/c4ccccc4)cc3)[C@@H]2C1 | -2.8
O=S(=O)(c1cccc(F)c1)N1CC[C@@H]2[C@H](CO)Nc3ccc(C#Cc4ccccc4F)cc3[C@@H]21 | 1.0
CCCC(=O)Nc1ccc2c(c1)C(=O)N(C)C[C@@H](OC)[C@@H](C)CN(CCC)[C@H](C)CO2 | 0.4
O=C(C[C@H]1C=C[C@@H](NC(=O)CN2CCOCC2)[C@@H](CO)O1)NCc1cccc(F)c1 | 1.5
Cc1ccc(S(=O)(=O)N[C@H]2CC[C@H](CCn3cc(C4CCCCC4)nn3)O[C@H]2CO)cc1 | 0.9
C[C@H](CO)N1C[C@H](C)[C@H](CN(C)Cc2ccc(C(F)(F)F)cc2)Oc2ccc(NC(=O)CCCN(C)C)cc2C1=O | -0.2
C[C@@H]1CN([C@H](C)CO)S(=O)(=O)c2ccc(-c3cccc(F)c3)cc2O[C@H]1CN(C)C(=O)c1cccc(F)c1 | 1.9
CCNC(=O)C[C@H]1CC[C@@H]2[C@@H](COc3ccc(NC(=O)Nc4ccccc4F)cc3C(=O)N2C)O1 | -0.1
C[C@@H]1CN([C@H](C)CO)S(=O)(=O)c2ccc(C#CC(C)(C)O)cc2O[C@H]1CN(C)C | -1.2
CNC[C@@H]1Oc2c(NC(=O)c3cc(C)nn3C)cccc2C(=O)N([C@@H](C)CO)C[C@H]1C | -2.0
CO[C@H]1CN(C)C(=O)c2cc(NS(=O)(=O)CC(F)(F)F)ccc2OC[C@H](C)N(C(=O)c2ccc3c(c2)OCO3)C[C@@H]1C | -2.1
O=C(C[C@@H]1C=C[C@@H](NC(=O)c2ccc3c(c2)OCO3)[C@H](CO)O1)NCc1ccc(F)cc1 | 0.1
O=C(Nc1ccccc1)[C@@H]1[C@@H](CO)[C@@H]2Cn3c(cccc3=O)[C@H]1N2Cc1ccncc1 | -1.7
COc1ccc(S(=O)(=O)N(C)C[C@@H]2Oc3ccc(NC(=O)Nc4ccc5c(c4)OCO5)cc3C(=O)N([C@@H](C)CO)C[C@@H]2C)cc1 | -2.6
CCN1[C@@H]2Cn3c(ccc(C4=CCCCC4)c3=O)[C@H]1[C@@H](C(=O)N1CCCCC1)[C@@H]2CO | -1.1
C[C@H](NC(=O)C[C@@H]1CC[C@@H]2[C@H](COC[C@H](O)CN2C(=O)Nc2cccc(Cl)c2)O1)c1ccccc1 | 0.5
C[C@H]1CN([C@@H](C)CO)C(=O)c2cccc(NC(=O)Nc3ccc(F)cc3)c2O[C@@H]1CN(C)S(=O)(=O)c1ccccc1 | -1.6
C[C@@H]1CN([C@@H](C)CO)C(=O)Cc2cc(NS(=O)(=O)c3ccc(F)cc3)ccc2O[C@H]1CN(C)S(=O)(=O)c1ccc(Cl)cc1 | -8.1
O=C(c1ccccn1)N1C[C@H]2[C@@H](c3ccccc31)[C@@H](CO)N2C(=O)Nc1ccccc1Cl | -2.1
C[C@H]1CN([C@@H](C)CO)C(=O)c2cccc(NC(=O)c3nc4ccccc4s3)c2O[C@@H]1CN(C)CC1CC1 | 4.3
C[C@H]1CCCCO[C@H](CN(C)C(=O)Cc2ccccc2)[C@@H](C)CN([C@@H](C)CO)C(=O)c2cc(NC(=O)Nc3ccc(F)cc3)ccc2O1 | -2.6
CCC(=O)N(C)C[C@H]1Oc2cc(-c3ccncc3)ccc2S(=O)(=O)N([C@@H](C)CO)C[C@@H]1C | 0.4
C[C@H]1CN([C@@H](C)CO)C(=O)Cc2cc(NC(=O)CCCCCC(=O)Nc3ccccc3N)ccc2O[C@H]1CN(C)C(=O)NC1CCCCC1 | 5.1
Cc1noc(C)c1S(=O)(=O)N(C)C[C@H]1Oc2ccc(NS(=O)(=O)c3cn(C)cn3)cc2CC(=O)N([C@@H](C)CO)C[C@@H]1C | -1.9
O=C(C[C@@H]1CC[C@H](NS(=O)(=O)c2ccc(F)cc2)[C@H](CO)O1)NCCc1ccncc1 | 0.1
COc1ccccc1C(=O)Nc1ccc2c(c1)C(=O)N(C)[C@@H]1CC[C@@H](CC(=O)NCc3ccc(Cl)c(Cl)c3)O[C@@H]1CO2 | -0.1
Cc1noc(C)c1NC(=O)N(C)C[C@@H]1Oc2ccc(NC(=O)NC(C)C)cc2C(=O)N([C@H](C)CO)C[C@@H]1C | -2.2
CCCN1[C@@H]2c3ccc(/C=C/c4ccccc4)c(=O)n3C[C@@H]2[C@@H](CO)[C@@H]1C(=O)N(C)C | 2.4
CN1CCN(C(=O)C[C@@H]2CC[C@H]3[C@H](COc4ccc(NC(=O)c5ccc(F)c(F)c5)cc4C(=O)N3C)O2)CC1 | 3.5
C[C@@H]1CCCCO[C@H](CN(C)C(=O)Nc2cccc3ccccc23)[C@@H](C)CN([C@H](C)CO)C(=O)c2cc(NS(=O)(=O)c3cn(C)cn3)ccc2O1 | -0.2
COC(=O)C[C@@H]1C[C@@H]2c3cc(N(C)C)ccc3O[C@@H]2[C@H](CO)O1 | 0.1
O=C(Cc1ccncc1)NCC[C@@H]1CC[C@H](NC(=O)Nc2cccc(F)c2)[C@H](CO)O1 | 2.0
CCC(=O)N[C@H]1CC[C@H](CC(=O)NCC2CCCCC2)O[C@H]1CO | -2.7
O=C(C[C@@H]1CC[C@@H]2[C@H](COC[C@H](O)CN2C(=O)c2cccnc2)O1)Nc1ccc(-c2ccccc2)cc1 | 1.2
CC(C)CC#Cc1cnc2c(c1)C(=O)N([C@H](C)CO)C[C@H](C)[C@H](CN(C)C(=O)CCN1CCCCC1)O2 | 0.9
Cc1ccc(S(=O)(=O)Nc2cccc3c2O[C@H](CN(C)S(=O)(=O)c2cn(C)cn2)[C@@H](C)CN([C@@H](C)CO)C3=O)cc1 | 0.0
C[C@H]1CN([C@@H](C)CO)S(=O)(=O)c2ccc(-c3ccccc3)cc2O[C@@H]1CN(C)Cc1ccccc1 | 1.2
C[C@@H]1CN([C@@H](C)CO)C(=O)c2cc(C#CCc3ccccc3)cnc2O[C@@H]1CN(C)Cc1cccc(C(=O)O)c1 | 0.5
COCC(=O)N[C@H]1CC[C@H](CC(=O)NCc2ccc(Cl)cc2)O[C@@H]1CO | -1.9
COc1ccc(C(C)N2CC34C=CC(O3)C(C(=O)OCC(C)C)C4C2=O)cc1 (stereo not given) | -1.8
CCC(=O)Nc1ccc2c(c1)C(=O)N(C)C[C@@H](OC)[C@@H](C)CN(C(=O)c1ccncc1)[C@H](C)CO2 | -1.8
C[C@H](CO)N1C[C@H](C)[C@H](CN(C)C(=O)Nc2ccccc2)Oc2ncc(C#CC3CCCC3)cc2C1=O | 0.5
O=C(c1ccncc1)N1C[C@H]2[C@@H](c3ccccc31)[C@H](CO)N2Cc1ccc(F)cc1 | -1.2
CCCNC(=O)C[C@@H]1C[C@H]2c3cc(NC(=O)c4cccnc4)ccc3O[C@H]2[C@@H](CO)O1 | 12
C[C@H](CO)N1C[C@H](C)[C@H](CN(C)Cc2ccncc2)Oc2cc(C3=CCCCC3)ccc2S1(=O)=O | 1.0

# 3 compounds out of the list, sorted by SMILES length, ascending:
canonical_smiles | Mtb BioA inh
CCCNC(=O)C[C@@H]1C[C@H]2c3cc(NC(=O)c4cccnc4)ccc3O[C@H]2[C@@H](CO)O1 | 12
C[C@H](CO)N1C[C@H](C)[C@H](CN(C)C(=O)Nc2ccccc2)Oc2ncc(C#CC3CCCC3)cc2C1=O | 0.5
C[C@@H]1CN([C@@H](C)CO)C(=O)c2cc(C#CCc3ccccc3)cnc2O[C@@H]1CN(C)Cc1cccc(C(=O)O)c1 | 0.5

# Additional records:
canonical_smiles | Mtb BioA inh
CCCNC(=O)[C@H]1[C@H](CO)[C@H]2Cn3c(ccc(-c4cccc(F)c4)c3=O)[C@H]2N1C(C)=O | 0.4
CCN1[C@@H]2c3ccc(-c4ccccc4)c(=O)n3C[C@H]1[C@H](CO)[C@H]2C(=O)NCCCN1CCOCC1 | -0.2
Cc1ccc(S(=O)(=O)Nc2ccc3c(c2)C(=O)N([C@H](C)CO)C[C@@H](C)[C@H](CN(C)Cc2ccncc2)OCCCC[C@@H](C)O3)cc1 | 0.2
CC(=O)N1[C@@H]2c3cccc(=O)n3C[C@@H]2[C@@H](CO)[C@@H]1C(=O)NCc1ccccc1F | -1.1
COc1ccc(NC(=O)N2CC[C@@H]3[C@@H](CO)N(C)c4ccc(Br)cc4[C@@H]32)cc1 | 5.4
C[C@H]1CN([C@@H](C)CO)C(=O)c2cc(C#Cc3ccccc3)cnc2O[C@@H]1CN(C)Cc1ccccn1 | 0.0
C/C=C/c1cnc2c(c1)C(=O)N([C@@H](C)CO)C[C@@H](C)[C@H](CN(C)C(=O)NCCC)O2 | -3.0
CC(C)CC#Cc1ccc([C@H]2[C@H](CO)N3CCCCN(C(=O)c4ccc5c(c4)OCO5)C[C@@H]23)cc1 | -4.4
CCCNC(=O)N1[C@@H](CO)[C@@H]2c3ccccc3N(C(=O)Nc3cccc(Cl)c3)C[C@@H]21 | -1.9
CC(C)NC(=O)Nc1ccc2c(c1)C(=O)N(C)[C@@H]1CC[C@@H](CC(=O)NCC3CCCCC3)O[C@H]1CO2 | 0.8
CN1C(=O)c2cc(NS(=O)(=O)c3ccc(Cl)cc3)ccc2OC[C@@H]2O[C@@H](CC(=O)O)CC[C@@H]21 | -0.2
CCN(C[C@@H]1[C@@H](c2ccccc2)[C@H](CO)N1C(=O)C1CC1)C(=O)NC1CCCC1 | -4.7
COc1ccc(S(=O)(=O)N(C)C[C@H]2Oc3ccc(NC(=O)C4CCCCC4)cc3C(=O)N([C@H](C)CO)C[C@H]2C)cc1 | 4.0
COc1ccc(CN(C)C[C@H]2Oc3ccc(NC(=O)Nc4ccccc4)cc3CC(=O)N([C@@H](C)CO)C[C@H]2C)cc1 | 2.6
CC(C)CC#Cc1ccc2c(c1)O[C@@H](CN(C)C(=O)CC1CC1)[C@H](C)CN([C@H](C)CO)S2(=O)=O | 3.7
C[C@@H]1CCCCO[C@@H](CN(C)CC2CCCCC2)[C@@H](C)CN([C@@H](C)CO)C(=O)c2cc(NS(=O)(=O)c3ccc(F)cc3)ccc2O1 | 4.3
COc1ccc(S(=O)(=O)Nc2ccc3c(c2)CC(=O)N([C@@H](C)CO)C[C@H](C)[C@H](CN(C)S(=O)(=O)c2ccc(OC)cc2)O3)cc1 | -3.0
O=C(CC1CC1)N[C@@H]1CC[C@@H](CCNS(=O)(=O)c2ccc(Cl)cc2)O[C@@H]1CO | -1.2
C[C@@H]1CN([C@@H](C)CO)C(=O)c2cc(NC(=O)Cc3cn(C)c4ccccc34)ccc2O[C@H]1CN(C)Cc1ccc(C(F)(F)F)cc1 | -0.3
COC(=O)C[C@H]1CC[C@@H]2[C@H](COC[C@@H](O)CN2C(=O)Nc2ccccc2OC)O1 | 35
C[C@@H]1CN([C@H](C)CO)C(=O)c2cc(NS(=O)(=O)c3cccs3)ccc2O[C@@H]1CN(C)C(=O)NC1CCCCC1 | -1.0
C[C@H]1CN([C@@H](C)CO)C(=O)Cc2cc(NS(=O)(=O)c3cn(C)cn3)ccc2O[C@H]1CN(C)C(=O)NC1CCCCC1 | -0.7
CN(C)Cc1cn(CC[C@@H]2CC[C@@H](NC(=O)Cc3cccnc3)[C@H](CO)O2)nn1 | -1.5
Cc1ccc(S(=O)(=O)Nc2ccc3c(c2)C(=O)N([C@H](C)CO)C[C@@H](C)[C@H](CN(C)S(=O)(=O)c2c(C)noc2C)OCCCC[C@H](C)O3)cc1 | -1.5
C[C@@H]1CN([C@@H](C)CO)S(=O)(=O)c2ccc(-c3cccc(C(=O)N(C)C)c3)cc2O[C@H]1CN(C)Cc1ccc2c(c1)OCO2 | 1.6
C[C@H](CO)N1C[C@H](C)[C@H](CN(C)C(=O)Nc2cccc3ccccc23)OCCCC[C@H](C)Oc2ccc(NC(=O)c3ccncc3)cc2C1=O | -1.2

# Source: PubChem BioAssay

# Not all compounds are listed, so the mix of outcomes need not match the whole.
